Screening results (PubChem)
EPAC1 antagonist – EPAC1 (human) antagonism. O95398. EPAC1 GEF assay, Rap1b-BODIPY-GDP exchange fluorescence. Potency, µM (doses to about 115 µM), without a hit: at the highest dose activity change, negative = inhibition, most hits filed as inhibitors. actives 0.14% (n = 360,000). AID 720709;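 also: potency is read from the fitted curve at half-maximal effect; plate controls were vehicle for no effect and positive control for full effect; nearly all actives have a fitted effect of over 50% in size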
PLK1 PBD block – PLK1 (human) polo-box domain binding inhibition; P53350; Plk1 PBD binding of FITC phosphopeptide, fluorescence polarization; Potency, µM, without a hit: max response, negative = inhibition, most hits filed as inhibitors; actives 2.8% (n = 360,000); AID 720504; also: potency is read from the fitted curve at half-maximal effect; series mostly up to about 57 µM; % is scaled to controls: 0 for no effect and ±100 for the full control effect; nearly all actives have a fitted effect of over 65% in size
PI5P4Ka inh – inhibitors of human PI5P4K alpha. PI5P4Kalpha enzyme, ADP-Glo luminescence, 60 min; hits give low values. actives 1.2% (n = 330,000). max response, %. AID 652105; active = max response of -50% or lower; inconclusive = between -30% and -50%; inactive = -30% or higher; also: value at the top dose of about 77 µM; % is scaled to controls: 0 for no effect and ±100 for the full control effect
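Enzyme plus substrate dispensed, test compounds pinned in, then ATP (5 microM final) added. After 60 min at RT, ADP-Glo reagent 1 for 45 min and reagent 2 for 30 min preceded luminescence imaging.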
Abeta yeast res – A-beta toxicity reversal in yeast | yeast expressing A-beta42, growth rescue, OD600, 48 h; response scale: 0% DMSO, 100% iron-clioquinol control | Potency, µM (highest dose often 46.1 µM), inactives show top-dose growth rescue, most hits filed as activators | actives 0.063% (n = 410,000); also: potency is read from the fitted curve at half-maximal effect; nearly all actives have a fitted effect of over 55% in size
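Yeast A-beta toxicity model in growth medium with pinned compounds, 48 h at 30 C; growth read as absorbance at 600 nm. Normalized to FeCl3/clioquinol equimolar mix (positive) and DMSO (negative).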
aSyn rescue – inhibitors of alpha-synuclein toxicity in yeast | Yeast expressing alpha-synuclein, growth rescue, BacTiter-Glo, 24 h | Potency, µM (highest dose often 46.1 µM), for the others: at the top dose growth rescue (activation), usual class: activators | actives 0.14% (n = 370,000) | AID 652106; also: potency is read from the fitted curve at half-maximal effect; % of control where 0% means no effect; nearly all actives have a fitted effect of over 65% in size
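Readout is rescue of growth in alpha-synuclein-expressing yeast, so inhibitors of toxicity appear as activators. Growth after 24 hr at 30 deg C in galactose medium is quantified by luminescence.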
FUS suppressor – rescues growth of FUS-expressing yeast; S. cerevisiae FUS-expressing, growth rescue, OD600, 24 h; Potency, µM (highest dose often 76.6 µM), without a hit: at the top dose growth rescue (activation), hits mostly activators; actives 0.24% (n = 390,000); AID 1347120;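 also: potency is read from the fitted curve at half-maximal effect; plate controls were DMSO vehicle for no effect and reference control for full effect; nearly all actives have a fitted effect of over 55% in size; some results filed as inactive show a strong effect at the top dose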
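Toxicity suppression screen in FUS-yeast. Cells induced with 2% galactose, starting OD 0.005, treated 24hr at 30C with compounds at multiple final concentrations; growth by OD600.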
IL2 activator – IL-2 activation | IL-2 activation reporter assay, cell-based qHTS; stimulated with anti-CD3/CD4/CD28 beads; in transgenic mouse T cells | activation, % (series mostly up to about 46 µM) | actives 0.065% (n = 360,000) | AID 652025; in the data active = activation above about 50%; inconclusive = mostly about 30% to 49%; also: 0% is about no effect
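Unstimulated transgenic mouse T cells; 60-min compound exposure; bead-based TCR/CD4/CD28 stimulation; 18 h culture, 37 degrees C; dual fluorescence (EGFP, DsRed) plate cytometry.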
WRN inhibitor – blocks human WRN helicase; AID 651768; actives 0.46% (n = 360,000); Q14191; Potency, µM (titrated, usually from 114 µM), without a hit: at the top dose activity change, negative = inhibition, actives largely listed as inhibitors; WRN helicase unwinding, fluorescent forked duplex, kinetic; also: potency is read from the fitted curve at half-maximal effect; % is scaled to controls: 0 for no effect and ±100 for the full control effect; nearly all actives have a fitted effect of over 55% in size
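Fluorescence dequenching readout, ex 525 nm/em 598 nm, kinetic mode: forked duplex DNA (100 nM final) with adjacent fluorophore and quencher unwound by WRN (20 nM final) with 2 mM ATP. Compound preincubation 15 min, room temperature.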
EPAC1 ag – activates human EPAC1 exchange factor; O95398; EPAC1 agonist qHTS, biochemical assay; response scale: 100% = response to 6.5 mM cAMP; Potency, µM (highest dose often 154 µM), for inactives: at the top dose activation, hits mostly activators; actives 0.073% (n = 360,000); AID 720707; also: potency is read from the fitted curve at half-maximal effect; nearly all actives have a fitted effect of over 60% in size
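Read-out is the fluorescence drop as BODIPY-GDP leaves Rap1B (480 nm excitation, 540 nm emission), recorded every 5 minutes over 30 minutes. Reactions held 100 nM EPAC1, 250 nM Rap1B–BODIPY-GDP and 50 uM GDP, with 6.5 mM cAMP setting full activation.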
* = called active by the depositor; ? = inconclusive; / = not tested or not shown; [ ] = another dose, or the depositor's remark. Unless noted, calls follow the shape of the dose curve; as a rule, active = well fitted curve in the direction sought with a large enough effect; inconclusive = small, poorly fitted or top-dose-only effect, or another doubt; inactive = no such curve, though single readings can be large; an effect the other way counts as inactive or inconclusive.

SMILES	EPAC1 antagonist	PLK1 PBD block	PI5P4Ka inh	Abeta yeast res	aSyn rescue	FUS suppressor	IL2 activator	WRN inhibitor	EPAC1 ag
CC(=O)N1CCC(C(=O)N2CCN(S(=O)(=O)c3cccs3)CC2)CC1	7.5%	1.3%	3.3	-4.1%	-2.0%	21.4%	-0.6	-10.2%	-10.8%
O=C(Nc1nc2ccc(F)cc2s1)c1ccccn1	3.9%	0.7%	-3.8	?	11.2µM*	-4.3%	-0.1	-0.6%	-2.9%
O=S1(=O)N=C(Oc2ccccc2)c2ccccc21	6.0%	-9.9%	-6.2	3.3%	-3.6%	16.3%	-0.2	7.3%	5.0%
Nc1[nH]c(N=NC(=O)c2ccc(F)cc2)c2ccccc12	-11.8%	-11.9%	-25.5	4.6%	-1.5%	/	-0.2	17.6%	2.9%
Cc1cc(C)n2nc(C(=O)Nc3cccc(S(=O)(=O)N4CCOCC4)c3)nc2n1	-2.8%	-4.8%	-0.3	-2.3%	-3.9%	9.4%	-2.6	-3.7%	2.8%
Cc1ccccc1NC(=O)CN1CCCC1	7.4%	-3.8%	-12.5	3.1%	-6.9%	-41.3%	0.5	4.4%	-6.6%
COc1ccc(NS(=O)(=O)c2cccc(C(=O)N/N=C(\C)c3ccncc3)c2)cc1	10.4%	2.1%	7.4	-1.6%	-2.1%	33.0%	-1.8	-5.7%	10.3%
Cn1c2c(c3cc([N+](=O)[O-])ccc31)CCCC2	-4.4%	4.2%	-5.8	1.4%	2.2%	-1.5%	7.4	4.7%	1.5%
Cc1cc(-c2n[nH]c(=S)n2/N=C/c2ccco2)n[nH]1	-25.2%	-14.8%	-22.3	-20.7%	-4.6%	-21.3%	-0.3	-4.0%	-0.4%
Clc1ccccc1N=Nc1ccccn1	16.1%	-8.2%	-2.2	0.3%	5.4%	/	-3.1	7.0%[11.6 µM]	26.4%
COCCNc1nc(NCCOC)c2sc(-c3ccccc3)cc2n1	-9.5%	-9.9%	-4.4	-9.7%	-4.0%	0.8%	-0.8	2.7%	-1.9%
O=C(c1ccc(CNc2c(N3CCCC3)c(=O)c2=O)cc1)N1CCc2ccccc2C1	-16.0%	2.4%	-0.9	-4.0%	7.8%	22.8%	-2.4	4.1%	-1.1%
CCc1ccc2nc(SCC(=O)Nc3nnc(C)s3)c(C)cc2c1	?	-9.5%	-3.3	0.0%	-5.6%	?	-0.4	-3.3%	2.1%
O=C1CS/C(=C/C(=O)c2ccccc2)N1	2.3%	-11.2%	/	-5.3%	0.0%	-0.9%	2.3	-9.7%	10.4%
Cc1ccnc(NC(=S)NC(=O)c2cccs2)c1	-24.6%	-5.6%	5.8	-44.8%[inhibitor]	-7.4%	/	-0.4	-5.0%	3.0%
Cc1cc(C(=O)NCC(=O)OCC(=O)NCCc2ccccc2)ccc1[N+](=O)[O-]	2.9%	-9.0%	5.0	26.6%	-8.1%	0.9%	-0.9	-5.1%	2.8%
Nc1nc(NCc2ccccc2)nc(NCCO)c1[N+](=O)[O-]	1.2%	4.6%	-28.2	-2.4%	11.2%	19.2%	0.7	-0.4%	7.7%
COC(=O)c1ccc2nc(NC(=O)CN3C(=O)CCC3=O)sc2c1	0.2%	11.9µM*	?	-1.8%	-17.2%	6.4%	1.4	-9.4%	8.1%
O=c1c2ccsc2ncn1Cc1ccccc1F	-1.8%	-9.6%	-10.2	4.4%	7.4%	-4.6%	-0.2	2.5%	7.1%
N#CC1(C#N)C(c2ccccc2)OC23CCCCCC2C1(C#N)C(=N)O3 (stereo unspecified)	?	-16.9%	3.0	-3.2%	4.0%	/	-1.0	-26.8%	5.8%
O=C(O)COc1cccc(NC(=O)c2ccccc2)c1	1.4%	3.4%	/	-15.8%	0.0%	-20.8%	0.2	-2.7%[57.1 µM]	7.6%
CSc1nsc(SC)c1C(=O)Nc1ccc(Cl)cc1	-6.3%	-18.9%	0.5	-7.2%	-9.4%	11.2%	0.1	8.3%	2.7%
NC(=O)c1ccc(NC(=O)COC(=O)c2cc(S(=O)(=O)N3CCOCC3)ccc2N2CCCCC2)cc1	-6.8%	2.6%	-0.6	6.0%	1.3%	-7.2%	-2.2	-2.7%	6.8%
Cc1cccc(NC(=O)/C=C/c2ccc([N+](=O)[O-])s2)c1	4.9%	-8.9%	1.2	-4.7%	-1.7%	2.5%	-3.0	-32.6%[57.1 µM]	6.6%
C[C@H](O)[C@@H]1C(=O)N2CCc3ccc(-c4ccccc4)cc3[C@@H]2C[C@@H]1N(C)C(=O)c1cccnc1	9.4%	2.5%	-3.0	9.0%	-2.6%	-18.4%	-1.9	8.0%	-1.3%

Continued.
SMILES	EPAC1 antagonist	PLK1 PBD block	PI5P4Ka inh	Abeta yeast res	aSyn rescue	FUS suppressor	IL2 activator	WRN inhibitor	EPAC1 ag
Cc1cc(NCc2cccnc2)no1	16.1%	-18.1%	-4.3	-7.7%	-4.8%	-2.9%	-0.5	5.4%	6.3%
Cc1sc(N)nc1-c1ccccc1	8.4%	-3.4%	4.1	-6.1%	-1.1%	-1.5%	0.2	-3.3%	6.1%
O=C(Nc1ccc(Cl)c(Cl)c1)N1CC=C(c2ccccc2)CC1	-7.3%	-18.5%	9.4	-30.8%	-24.8%	5.3%	0.3	0.7%	2.5%
CCOCc1[nH]c(=S)[nH]c(=O)c1Cc1ccc(OCC)cc1	-9.4%	26.7µM*	4.3	-16.2%	-1.5%	-2.7%	-0.3	1.7%[57.1 µM]	-9.5%
O=C1NC[C@H](Cc2ccc(O)cc2)N(CC2CCCCC2)C1=O	-20.3%	-4.2%	3.8	0.0%	-9.3%	-15.4%	-0.6	3.0%	8.6%
Cc1ccc(NC(=O)COC(=O)CCc2nc3ccccc3c(=O)[nH]2)c(Br)c1	0.0%	-12.8%	7.4	0.4%	4.1%	4.0%	0.7	2.3%	-5.7%
O=C(C1CCC(=O)N(C2CCCC2)C1)N1CCN(c2ccc(Cl)cc2)CC1 (stereo unspecified)	4.0%	-8.2%	1.3	4.3%	4.0%	12.9%	0.5	0.3%[57.1 µM]	-5.9%
O=C(NCc1ccc(C(F)(F)F)cc1)c1cccc2c(-c3cccnc3)coc12	-15.0%	0.2%	2.9	-24.8%	12.4%	28.4%	0.3	-6.9%	18.1%
COCCNC(=O)/C(C#N)=C/c1cc(C)n(-c2ccc(C)cc2)c1C	-21.4%	-12.4%	6.9	-31.3%	-10.9%	30.5%	-0.7	-9.4%[57.1 µM]	-5.6%
O=C(C(c1ccccc1)c1ccccc1)N1CCCc2ccccc21	0.7%	3.7%	0.4	19.9%	2.3%	3.5%	-1.2	-3.2%	6.2%
CCc1nc(N2CCOCC2)c(C#N)c2c1COC(C)(C)C2	9.5%	0.8%	32.5	-28.7%	-11.4%	5.7%	0.4	-0.6%	-6.0%
C=CCn1cc(-c2ccccc2)cc(C#N)c1=O	10.6%	-9.1%	-5.3	-8.1%	6.9%	11.5%	0.0	1.9%	3.4%
CCCN1CCN(C(=S)Nc2ccc([N+](=O)[O-])cc2)CC1	-2.4%	?	5.9	11.6%	-10.3%	/	-1.6	4.3%	3.2%
CC1(C)CC2(CC(C)(C)NC(=O)N2)NC(=O)N1	-1.3%	-11.2%	-1.4	-7.7%	0.2%	23.7%	0.6	-4.9%	11.2%
COc1ccc(CCNC(=O)CN(CCc2ccccc2)S(C)(=O)=O)cc1OC	-2.9%	?	-0.2	-27.7%	-0.2%	0.2%	0.5	-4.5%	-19.5%
Cc1ccc(-c2nn(-c3ccccc3)cc2/C=C(\C#N)C(=O)NCc2ccccc2)cc1	6.9%	-1.5%	10.5	-6.9%	-3.6%	12.3%	0.6	-18.5%	4.1%
COC(=O)C1=C(C(=O)OC)[C@]2([C@@H]3CC=CCN[C@@H](Cc4ccccc4)C(=O)N3Cc3ccccc3)C=C[C@H]1O2	-11.8%	-10.9%	10.5	1.2%	-0.1%	25.6%	-0.3	-3.4%	-2.1%
COc1ccc(NC(=S)NCCC(c2ccccc2)c2ccccc2)c(OC)c1	-2.1%	-18.2%	1.9	3.9%	2.7%	22.1%	-4.4	-4.2%	15.2%
COc1cccc(CN(C)C(=O)C2CSC3(C)CCC(=O)N23)c1OC (stereo unspecified)	13.2%	-0.3%	3.5	-0.6%	1.1%	/	-1.4	-2.1%	10.0%
CCCc1cc(C(=O)Nc2cc(OC)ccc2OC)cs1	-11.3%	-13.4%	0.1	-7.8%	-8.2%	15.5%	0.7	1.5%	7.2%
Cc1cccc2cc(COC(=O)c3ccco3)c(=O)[nH]c12	7.2%	0.9%	1.4	5.4%	-4.3%	-6.8%	-0.7	-2.5%	-4.4%
O=C(Nc1ccccc1F)c1cccc(C(=O)Nc2ccccc2F)c1	-0.1%	-6.4%	0.2	-7.0%	-1.6%	-13.5%	-0.1	4.8%	5.6%
CCOC(=O)c1ccc(NC(=O)Oc2cc(C)c(Cl)cc2C(C)C)cc1	-19.2%	-15.0%	12.5	10.3%	-4.6%	-18.4%	-0.8	1.4%	-9.2%
COc1ccc(C(CC(=O)N2CCCC2)c2ccc(F)cc2)cc1 (stereo unspecified)	5.7%	-1.0%	2.4	5.1%	5.5%	29.6%	-0.2	-2.0%	1.4%
Cc1ccccc1C(=O)NNC(=O)Cc1cccc2ccccc12	3.0%	1.5%	/	9.7%	-5.8%	-18.1%	0.3	-11.0%	11.6%
CSCCC(NC(=O)c1ccccc1Cl)C(=O)NNC(=O)c1csc(N2CCOCC2)n1 (stereo unspecified)	-2.1%	-7.3%	-1.6	2.2%	-1.8%	14.9%	0.0	-7.3%	-6.2%
N#CCCN(C(=O)COC(=O)c1ccc2c(c1)OCO2)c1ccccc1	-19.5%	2.5%	-3.4	5.0%	4.0%	12.7%	0.4	8.7%	-10.3%
Cc1cn(CC(=O)NCCCn2ccnc2)c(=O)[nH]c1=O	-1.3%	-10.1%	0.2	0.6%	-6.8%	-21.3%	0.0	-4.3%	9.7%
